# Source: PubChem BioAssay
# TDP2 inh: blocks human TDP2 phosphodiesterase activity | O95551 | hit rate 0.34% among 370,000 | recombinant TDP2, T5PNP hydrolysis, p-nitrophenol absorbance 415 nm | inhibition, % at 12.8 µM;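 active = inhibition above the mean of all tested compounds plus 3 SD, set per campaign, cut at about 25% in these data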;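 note: 0% = DMSO with enzyme and 100% = buffer with substrate but no TDP2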
# Target sequence (O95551 whole entry, looked up): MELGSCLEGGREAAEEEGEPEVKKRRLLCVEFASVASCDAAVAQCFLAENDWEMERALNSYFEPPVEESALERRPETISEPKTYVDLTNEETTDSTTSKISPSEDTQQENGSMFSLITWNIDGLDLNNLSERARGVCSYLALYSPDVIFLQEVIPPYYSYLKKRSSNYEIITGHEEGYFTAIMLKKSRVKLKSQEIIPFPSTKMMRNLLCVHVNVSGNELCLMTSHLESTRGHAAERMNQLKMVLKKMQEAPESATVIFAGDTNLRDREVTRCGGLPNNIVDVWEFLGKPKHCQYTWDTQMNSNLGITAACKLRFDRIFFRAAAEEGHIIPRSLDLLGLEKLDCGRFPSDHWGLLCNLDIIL
#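 Incubation: 2 h at 37 °C; Test system: recombinant human TDP2; Quantity: enzyme 120 nM; Read-out basis: percent inhibition; Medium: 50 mM Tris-HCl pH 7.5 with Mg2+, KCl, DTT, BSA; Repeats: single replicate; Compound: 12.8 µM single point, 1% DMSO; Signal: epi absorbance; Reagent: 5 mM T5PNP chromogenic substrate; Benchmarks: no-enzyme high, DMSO-plus-enzyme low.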
# Tn6 DDE FP: inhibitors of Tn6 peptide binding to human fibrin DD(E). P02675. Fibrin DD(E) TRITC-Tn6 fluorescence polarization displacement. inhibition, % at 8.3 µM. hit rate 0.21% among 370,000. AID 720509;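 active = inhibition above a per-campaign cutoff: mean of compounds within control limits plus 3 SD, cut at about 15% in these data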;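 note: 0% = median of all compound wells on the plate and 100% = blocking peptide control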
# ASAP1 inh: ASAP1 ArfGAP inhibition | Q9ULH1 | ASAP1-stimulated ARF1 GTP hydrolysis, GDP FP detection | inhibition, % at 16.5 µM | hit rate 0.19% among 360,000; in the data active = inhibition above about 25%;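 note: 0% = vehicle with enzyme and substrate and 100% = no enzyme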
# PLCb3 inh: PLC-beta3 (human) inhibition, primary screen; AID 720704; inhibition, % at 12.2 µM; Purified PLC-beta3, fluorogenic substrate, fluorescence; hit rate 0.18% among 370,000; Q01970; in the data active = inhibition above about 11%;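 note: 0% = median of compound wells on plate and 100% = full blocker control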
# Tn7 DDE FP: disrupts Tn7 cyclic peptide binding to fibrin D-Dimer-E complex | P02675 | FP displacement of FITC-Tn7 peptide from fibrin DD(E); 0% = median of compound wells per plate | inhibition, % at 8.3 µM | hit rate 0.13% among 370,000 | AID 720508;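 active = inhibition above the mean of compounds falling within the control limits plus 3 SD of them, cut at about 14% in these data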;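 note: 0% = plate median of compound wells and 100% = 10 µM Aha-Tn7 peptide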
#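 assay system = human clot-derived fibrin DD(E) complex | quantity = Fibrin-DD(E) at 2 µM final | timing = 10 min preincubation, 3 h with tracer, room temperature | signal = fluorescence polarization | measure = percent inhibition | benchmarks = high control wells with 10 µM unlabelled Aha-Tn7 peptide (full inhibition) | replicates = singlicate testing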
# SIAE inh: blocks human sialic acid acetylesterase; SIAE FP-Rh probe binding, fluorescence polarization; inhibition, % at 9.66 µM; hit rate 0.69% among 370,000; AID 1053197;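 active = inhibition above a cutoff: mean of compounds within the control limits plus 3 SD of those, cut at about 17% in these data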;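 note: 0% = plate median of compound wells and 100% = probe without SIAE protein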
# ARFGAP1 inh: rat ARFGAP1 inhibition. AID 651572. Arfgap1-stimulated ARF1 GTP hydrolysis, GDP FP detection. hit rate 0.26% among 360,000. inhibition, % at 16.5 µM. Q62848;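 active = inhibition above a per-plate limit, mean inhibition of low control wells plus 3 SD, cut at about 25% in these data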;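 note: 0% = DMSO wells with enzyme and 100% = wells lacking Arfgap1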
#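 Material – truncated rat Arfgap1 GAP domain · Buffer or medium – HEPES-based buffer, pH 7.5 · Reagent – human ARF1(Δ1-17)-GTP substrate · Dosing – 16.5 µM single point, 1.26% DMSO · Schedule – GTP hydrolysis reaction 2 h at 25 °C · Technique – GDP detection by fluorescence polarization · Benchmarks – No-Arfgap1 wells (100%) versus DMSO full-reaction wells (0%) · Repeats – single replicate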
# PLCg1 inh: PLC-gamma1 (human) inhibition, primary screen | inhibition, % at 12.2 µM | purified PLC-gamma1, fluorogenic substrate, fluorescence | hit rate 0.84% among 370,000 | AID 720700; in the data active = inhibition above about 9.5%
# ADAM10 inh: ADAM10 inhibition, QFRET primary screen | O14672 | recombinant ADAM10, EDANS/DABCYL FRET peptide cleavage, 3 h | inhibition, % at 7 µM | hit rate 0.62% among 370,000;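 active = inhibition above a per-campaign cutoff equal to the mean of compounds falling between control-based bounds plus 3 SD, cut at about 20% in these data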;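 note: 0% = DMSO wells while the 100% control is not disclosed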
# ADAM17 inh: inhibits human ADAM17 | inhibition, % at 6.95 µM | hit rate 0.83% among 370,000 | recombinant ADAM17, EDANS/DABCYL FRET peptide cleavage;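 active = inhibition above the mean of compounds lying between control limits plus 3 SD, set per campaign, cut at about 8.5% in these data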;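 note: 0% = DMSO-only wells as the low control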
# Target sequence (P78536 215-824 limits assumed): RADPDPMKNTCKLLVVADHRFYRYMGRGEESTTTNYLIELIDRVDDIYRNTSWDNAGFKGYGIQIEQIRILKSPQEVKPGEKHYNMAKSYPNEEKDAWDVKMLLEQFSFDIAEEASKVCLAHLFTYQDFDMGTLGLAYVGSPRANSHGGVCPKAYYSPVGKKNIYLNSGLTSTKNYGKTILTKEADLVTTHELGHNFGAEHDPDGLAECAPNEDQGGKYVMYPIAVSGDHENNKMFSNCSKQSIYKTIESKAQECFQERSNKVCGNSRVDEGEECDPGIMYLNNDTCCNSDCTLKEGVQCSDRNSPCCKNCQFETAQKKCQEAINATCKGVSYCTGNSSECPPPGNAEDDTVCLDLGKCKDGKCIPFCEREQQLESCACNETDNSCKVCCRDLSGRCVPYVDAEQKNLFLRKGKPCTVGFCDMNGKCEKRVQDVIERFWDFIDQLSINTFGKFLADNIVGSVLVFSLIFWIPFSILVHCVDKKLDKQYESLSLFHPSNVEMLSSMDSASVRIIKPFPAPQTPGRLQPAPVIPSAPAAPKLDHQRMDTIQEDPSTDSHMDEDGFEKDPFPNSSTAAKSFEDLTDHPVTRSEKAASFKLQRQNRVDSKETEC
# Starred values were filed as active, the others as inactive; i = inactive; . = no result given. This is a random part of the collection (roughly 3.6% active in at least one column).
Molecule	TDP2 inh	Tn6 DDE FP	ASAP1 inh	PLCb3 inh	Tn7 DDE FP	SIAE inh	ARFGAP1 inh	PLCg1 inh	ADAM10 inh	ADAM17 inh
O=C(O)C1CCCCC1C(=O)N1CCCC1 (configuration not stated)	-3	0	1	-1	-5	-4	9	3	-7	-3
CC1Cc2ccccc2N1S(=O)(=O)c1cccc(C(=O)NCC(c2ccco2)N2CCCC2)c1 (configuration not stated)	-11	-1	-7	-12	4	-1	13	-2	-8	-2
O=C(NCCCN1CCCC1=O)C1CCN(S(=O)(=O)c2cc(C(F)(F)F)ccc2Cl)CC1	0	-4	2	-6	4	-7	1	0	-16	-12
O=C1CCCN1C(=O)CSc1ncnc2sccc12	-4	0	3	-9	-1	-7	-6	-5	5	-1
CCS(=O)(=O)N1Cc2ccccc2CC1C(=O)Nc1ccc(F)cc1 (configuration not stated)	17	5	4	-8	-4	-1	-4	1	1	-2
COc1ccccc1C(=O)N(Cc1nc(-c2ccc(Cl)cc2)no1)C(C)C	4	-6	1	3	2	1	-2	2	3	3
CCO[C@H]1OC(C(=O)NCc2nc3ccccc3[nH]2)=C[C@@H](C2CCCCC2)[C@@H]1CCCO	6	10	5	4	-2	-2	0	2	7	2
COc1ccc(S(=O)(=O)n2nc(-c3ccc(Cl)cc3)cc2N)cc1	-17	-1	5	6	3	-6	3	9	21*	9.0*
Cc1onc(-c2ccccc2Cl)c1C(=O)N1CCOC12CCN(c1cccc(F)n1)CC2	11	4	-9	4	0	3	-10	0	-2	1
CC(CN1CCOCC1)(NS(=O)(=O)c1ccccc1)c1ccccc1 (configuration not stated)	-5	3	-9	-2	5	6	-5	0	0	1
O=C1CSc2ccc(S(=O)(=O)NCc3ccc(F)cc3)cc2N1	3	3	6	-7	6	0	8	1	-3	1
CN(C)S(=O)(=O)c1cccc(NC(=S)NCc2ccco2)c1	8	2	-1	1	7	2	5	-3	-1	-4
Brc1ccccc1C1N=C(c2ccccc2)NO1 (configuration not stated)	-12	7	-6	-11	-6	9	10	-3	-8	3
Cc1c(Cl)c([N+](=O)[O-])nn1CC(=O)NCCCN1CCOCC1	-19	-4	-1	-7	-3	-3	6	3	2	-2
COc1ccccc1CNC(=O)CSc1nc(N)c(C#N)c(-c2cccs2)c1C#N	-8	5	-11	-31	11	-16	42*	-22	-8	-1
COC(=O)c1ccsc1NC(=O)CN1C(=O)CCC1=O	-6	2	2	2	6	10	1	4	1	1
C=CCNC(=O)C(=O)Nc1cc2c3c(c1)CCC(=O)N3CCC2	-2	-3	-8	-9	-4	9	-1	-1	-6	-9
Cc1ccc(C(=O)N2C(=S)C(c3ccc(F)cc3)=NC23CCN(C)CC3)cc1	-4	5	0	5	-5	2	4	9	2	0
O=C1CN(C(=O)c2cc3ccccc3o2)c2ccccc2N1	-4	0	-2	-1	3	2	2	-1	-1	-1
O=C(NC1CCCN(Cc2ccc(Cl)cc2)C1)c1cnc2ccccn2c1=O (configuration not stated)	-11	-2	-5	-154	-3	-3	3	-98	i	-249
CSC1=N/C(=C\c2ccc(Br)o2)C(=O)S1	-6	0	-1	-7	4	2	-6	-2	-2	-1
CCOC(=O)Cn1cnc2c(C#N)c3n(c2c1=O)CCCCC3	0	-1	-3	0	0	-3	-7	1	4	-4
Cc1ccc(OC(C)C(=O)O)cc1C (configuration not stated)	-2	-6	-5	2	0	5	5	1	-1	-3
Cc1cccc(N=Cc2c(O)cc(C)oc2=O)c1	-1	-3	4	-1	1	4	-6	-3	0	-11
CCCCNC(=O)NNC(=O)c1ccoc1C	6	-1	-9	0	5	2	-3	-5	4	-5
CCOCCCNC(=O)C(c1ccc(OC)cc1)N(Cc1ccc2c(c1)OCO2)C(=O)c1ccccn1 (configuration not stated)	0	-11	-2	1	-5	-5	-4	0	-2	-1
C#CCOCCOCCOCCNc1nc(N2CCN(C(=O)[C@H](CC(N)=O)n3cc(C(N)[C@H](C)CC)nn3)CC2)nc(N2CCN(C(=O)[C@H](CC(N)=O)n3cc(C(N)[C@@H](C)CC)nn3)CC2)n1 (some centres not stated)	-3	6	4	3	-3	1	4	2	-2	-2
CCCOC(=O)C(C)n1c(-c2ccccc2)nc2ccccc2c1=O (configuration not stated)	6	-2	4	2	-3	1	-13	2	3	-5
COc1ccc(/C=N/Nc2ncnc(Cl)c2N)cc1OC	2	-1	12	-6	1	4	6	-13	-5	-2
CCN(CC)C(=O)[C@H]1C[C@H](CC(=O)NCC23CC4CC(CC(C4)C2)C3)C(=O)N2CCc3c([nH]c4cc(CCC(=O)N(C)C)ccc34)[C@]12C	-5	-8	-4	-2	2	-1	16	2	-10	-4
CCOC(=O)C1(CC2CC2)CCN(Cc2ccc(C(=O)OC)cc2)CC1	0	3	-14	1	0	1	-6	2	1	-3
Nc1nnc(SCC(=O)Nc2cccc(S(N)(=O)=O)c2)s1	-5	2	1	0	-1	-6	1	2	5	-2
Cc1ccc(CCNC(=O)c2nc(CS(=O)(=O)c3ccc(Cl)cc3)no2)cc1	0	4	3	2	-3	2	5	4	3	1
Cc1ccc(C2=CSC3=NNC4(CCCCC4)NN23)cc1	1	2	0	0	-2	5	0	-2	3	-1
O=C(Cc1ccccc1)NCC(=O)OCC(=O)c1cccs1	-6	8	6	4	2	7	-6	4	-1	-1
COc1cc(-c2cc(OC)c3c(C)oc(C)c3c(=O)c2)ccc1O	-11	4	-20	-37	8	2	-5	-41	6	1
CCN(C(=O)COC(=O)CCc1ccc(OC)cc1)c1c(N)n(Cc2ccccc2)c(=O)[nH]c1=O	-5	0	7	-5	5	15	8	3	-7	-5
CCc1nc(N)nc(N)c1-c1ccc(N(C)Cc2ccccc2)c([N+](=O)[O-])c1	-9	-2	-3	3	-11	7	13	5	-6	1
O=[N+]([O-])c1ccc(C2CCCC/C2=N/OCc2ccc(F)cc2)c([N+](=O)[O-])c1 (configuration not stated)	4	1	1	5	6	4	-2	3	3	4
Cc1ccc(C2(C)NC(=O)N(CC(=O)N(Cc3ccccc3)C(C)(C)C)C2=O)cc1 (configuration not stated)	3	2	-3	-7	0	2	-1	-1	-1	3
CCCCC(=O)Nc1ccc(C(=O)NNC(=O)c2ccc(C)c(Br)c2)cc1	7	-2	-8	1	5	-27	12	4	-7	-3
Cc1ccc(NC(=O)OCCCN2C(=O)CCC23CCC(C)CC3)cc1 (configuration not stated)	-11	-5	.	2	9	8	.	3	8	5
CC(NS(=O)(=O)c1ccc(Cl)cc1)C(=O)N1CCOCC1 (configuration not stated)	7	9	5	-8	-2	-3	11	-1	-10	-2
O=c1cc(N2CCN(c3cccc(Cl)c3Cl)CC2)[nH]c(=O)n1C1CCCCC1	4	3	.	0	-6	-2	.	-2	2	-2
CCN(CC)c1ccc(C(=S)N2CCN(c3ccccc3)CC2)cc1	16	2	7	-2	-8	6	4	-1	1	-1
O=C(N/N=C/c1cccnc1)c1ccccc1	15	2	1	-8	1	0	-5	-3	0	-5
NNC(=O)CCn1nnc2ccccc21	-3	-1	-1	-4	-1	0	5	5	9	1
CCc1ccc2c(c1)C(c1ccc([N+](=O)[O-])cc1)=NNC(c1ccc(Br)cc1)=N2	-9	-3	-6	7	-9	0	5	1	8	0
Cc1cc(C)cc(NC(=O)C2CCN(S(=O)(=O)c3ccc4[nH]c(=O)ccc4c3)CC2)c1	1	-10	5	-2	-11	-14	-4	2	-10	-6
CCCc1cc(=O)[nH]c(SCC(=O)Nc2cc(S(=O)(=O)N(CC)c3ccccc3)ccc2Cl)n1	4	0	-1	-14	9	-7	3	-9	5	-3
Cc1ccc(NC(=O)C2=CN3CCS(=O)(=O)N=C3C=C2)cc1	-13	-7	7	3	2	-1	2	-1	-5	-2
O=C(Cc1ccc(Cl)cc1)Nc1ccc(NC(=O)c2ccccc2)cc1	4	-8	11	5	-1	-4	1	2	1	-2
CCC(=O)OCCNc1cc(Sc2nc3ccccc3[nH]2)c2nonc2c1[N+](=O)[O-]	-6	1	2	-3	6	-7	6	2	5	2
Cc1ccc(-c2nn3c(C)nnc3s2)cc1N	-11	1	-14	-51	4	-1	1	-35	0	1
N#Cc1c(Cl)nsc1NC(=O)c1ccccc1	10	7	2	-67	1	-24	-2	-70	-2	-1
CCOC(=O)c1cnc2c(C)c(-c3ccccc3)[nH]n2c1=O	3	-2	1	-30	0	-2	-2	-22	-45	-14
COc1ccc(C2CC(=O)C(C=NCCCN3CCOCC3)=C(O)C2)cc1 (configuration not stated)	-8	4	12	3	0	-3	-3	0	2	-2
Cc1nc(Sc2ccc(Br)cc2)c(C#N)c(C)c1[N+](=O)[O-]	3	0	6	-5	0	5	-10	3	2	0
COCCCNC(=O)c1oc(=O)c2ccccc2c1-c1ccc(C)cc1	8	-2	.	0	5	0	.	-2	-7	-2
Cc1ccccc1Cn1c(=O)n(CCCC(=O)NCc2ccco2)c(=O)c2ccccc21	1	1	11	0	-9	-4	6	-1	4	-3

# Continued:
Molecule	TDP2 inh	Tn6 DDE FP	ASAP1 inh	PLCb3 inh	Tn7 DDE FP	SIAE inh	ARFGAP1 inh	PLCg1 inh	ADAM10 inh	ADAM17 inh
CCN(CC)C(=O)CN1C(=O)C2(OCC(C)(C)CO2)c2ccccc21	-4	-2	6	-1	-3	-2	-4	4	-6	-2
Cc1ccnc2nc(C(=O)OCC(=O)NCc3cccc(Cl)c3)nn12	-2	5	1	-7	4	0	16	0	-11	-3
O=[N+]([O-])c1ccc(OCCn2cncn2)cc1	-6	2	-5	-1	2	-6	-12	0	-3	-2
CCCn1nnnc1NCc1ccc(C(C)C)cc1	4	-7	12	2	-4	2	5	1	2	-1
CC(OC(=O)CCc1nc2ccccc2c(=O)[nH]1)C(=O)Nc1ccc2c(c1)OCO2 (configuration not stated)	1	0	-13	-5	5	-4	4	-1	-6	-4
